DT40 TDP1 CPT – qHTS for Inhibitors of human tyrosyl-DNA phosphodiesterase 1 (TDP1): qHTS in cells in presence of CPT; chicken DT40 Tdp1-/-;hTDP1 cells + 20 nM CPT, ATP luminescence, 48 h; Potency, µM (highest dose often 46.2 µM), without a hit: at the top dose activity change, negative = growth inhibition, most hits filed as inhibitors; actives 12% (n = 420,000); AID 686979, 2013; further: nearly all actives have a fitted effect of over 55% in size
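Chicken DT40 Tdp1-/- cells stably complemented with human TDP1 were seeded at 400 cells/well in medium containing 20 nM camptothecin, exposed to pin-transferred compounds, and grown at 37 °C for at least 48 hr. Viability was read as ATP luminescence.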
TDP1 cell noCPT – qHTS for Inhibitors of human tyrosyl-DNA phosphodiesterase 1 (TDP1): qHTS in cells in absence of CPT | AID 686978, 2013 | DT40 Tdp1-/- hTDP1 cells, no CPT, ATP luminescence, 48 h | actives 15% (n = 420,000) | Potency, µM (highest dose often 46.2 µM), without a hit: at the top dose activity change, negative = growth inhibition, usual class: inhibitors; further: nearly all actives have a fitted effect of over 55% in size
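Growth of hTDP1-complemented DT40 Tdp1-knockout cells is measured by ATP luminescence after at least 48 hr compound exposure at 37 °C, with DMSO substituting for the 20 nM CPT used in the parallel screen.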
TDP1 inh – qHTS Assay for Inhibitors of Tyrosyl-DNA Phosphodiesterase (TDP1); Tyrosyl-DNA phosphodiesterase 1 (Homo sapiens), Q9NUW8; Potency, µM (highest dose often 130 µM), inactives show at the top dose activity change, negative = inhibition, hits mostly inhibitors; actives 0.28% (n = 350,000); AID 485290, 2010; recombinant TDP1, AlphaScreen DNA substrate cleavage; further: nearly all actives have a fitted effect of over 40% in size
Target sequence (Q9NUW8 whole entry, looked up): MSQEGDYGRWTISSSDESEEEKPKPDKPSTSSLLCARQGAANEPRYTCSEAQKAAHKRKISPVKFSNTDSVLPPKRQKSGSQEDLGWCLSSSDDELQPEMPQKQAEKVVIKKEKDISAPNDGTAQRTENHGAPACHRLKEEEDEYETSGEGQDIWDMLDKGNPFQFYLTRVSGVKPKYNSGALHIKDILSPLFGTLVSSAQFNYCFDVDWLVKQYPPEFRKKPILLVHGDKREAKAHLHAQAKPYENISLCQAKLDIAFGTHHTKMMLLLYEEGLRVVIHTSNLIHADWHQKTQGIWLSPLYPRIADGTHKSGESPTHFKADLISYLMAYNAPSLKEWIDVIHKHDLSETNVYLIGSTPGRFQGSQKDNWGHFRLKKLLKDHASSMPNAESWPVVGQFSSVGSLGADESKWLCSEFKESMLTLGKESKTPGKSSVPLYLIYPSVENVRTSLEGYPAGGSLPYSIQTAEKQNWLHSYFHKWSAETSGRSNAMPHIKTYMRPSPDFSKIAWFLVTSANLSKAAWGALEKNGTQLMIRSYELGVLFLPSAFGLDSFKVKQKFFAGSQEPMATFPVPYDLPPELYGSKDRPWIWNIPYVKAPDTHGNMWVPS
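Enzyme-compound mixtures sat 15 min at room temperature, followed by a 5 min reaction with 15 nM final substrate and 10 min with AlphaScreen beads. Recombinant human Tdp1 was used at 1 nM final.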
An asterisk follows results filed as active; u = inconclusive; x = no result given; & = joins results of further samples; [ ] = another dose, or the depositor's remark. The call rests on the fitted dose curve; in most records, active means well fitted curve in the direction sought with a large enough effect; inconclusive means small, poorly fitted or top-dose-only effect, or another doubt; inactive means no such curve, though single readings can be large; an effect the other way counts as inactive or inconclusive. On the % scale 0 is the no-effect control and ±100 the full control effect; potency means the concentration at half of the fitted maximal effect.

SMILES | DT40 TDP1 CPT | TDP1 cell noCPT | TDP1 inh
COC(=O)C1CCN(Cc2ccc3c(c2)CN(C(=O)C2CCCN(c4ccccn4)C2)CCO3)CC1 (configuration not stated) | -14% | -28% | x
CC(C)Cc1nn2c(=O)cc(COC(=O)c3ccc(NC(=O)c4cccs4)cc3)nc2s1 | -3% | -26% | 1%
CCCCCN(C(=O)NC(=O)NC(C)CC)S(C)(=O)=O (configuration not stated) | 5% | -13% | 1%
COCCn1c(C)cc(C(=O)COC(=O)CCS(=O)(=O)c2ccc(C)cc2)c1C | -23% | -17% | x
Cc1cc2c(c(=O)n1CCCn1ccnc1)C(c1ccco1)C(C#N)=C(N)O2 (configuration not stated) | -10% | 1% | 6%
COC(=O)c1cc(S(=O)(=O)NCC2CCN(CCc3cccs3)CC2)cn1C | -6% | 19% | 1%
Cc1nn(CCc2n[nH]c(=S)n2-c2cccc(Cl)c2)c(C)c1[N+](=O)[O-] | -18% | -16% | 4%
Cc1ccc2c(c1)C1CN(C)CCC1N2C(=O)c1ccc(Cl)c(S(=O)(=O)N2CCOCC2)c1 (configuration not stated) | 5% | -2% | -5%
COc1ccc(CCn2c3c(c(=O)[nH]c2=O)C(NC(=O)c2ccc(Cl)cc2)(C(F)(F)F)C(=O)N3)cc1OC (configuration not stated) | -5% | -9% | 0%
CCOC(=O)c1ccc(N2CC3=C(C2=O)C(c2ccc(OC)cc2)NC(=O)N3C)cc1 (configuration not stated) | 13% | 5% | 7%
Cc1cccc(N(C)S(=O)(=O)c2cccc3nsnc23)c1 | -12% | -11% | 11%
CCCCCNC(=O)C(=O)NCC(c1ccc2c(c1)OCO2)N1CCOCC1 (configuration not stated) | -12% | -19% | -1%
CCC(=O)Nc1ccc2c(c1)nc(CCNC(=O)c1ccco1)n2C | 0% | 0% | 8%
CC(=O)N1c2ccc(S(=O)(=O)NCC3CCC(C(=O)Nc4ncccc4C)CC3)cc2CC1C (configuration not stated) | u | -3% | 4%
CCCc1cc(=O)oc2cc(OCC(=O)NCCCN3CCOCC3)c(Cl)cc12 | u | u | 2%
Cc1ccc(Cl)cc1NC(=S)N(C)N | 4% | 4% | 6%
CCc1nn(CC(=O)NCc2ccccc2Cl)c(=O)c2cccn12 | 35%&-3%[activator] | 0%&-8% | 3%&-3%
O=C(Nc1ccccc1)/C(=C/c1ccc([N+](=O)[O-])cc1)NC(=O)c1ccccc1 | -18% | -21% | 5%
CCOC(=O)c1c(C)c(-c2ccccc2)n(CC(=O)NC2CCCCC2)c1C | 1% | -10% | 3%
O=C(NCC1CCCO1)c1cc(-c2ccccc2)on1 (configuration not stated) | u | u | 1%
O=C(NCc1ccc(F)cc1)C(c1ccc(F)cc1)N(C(=O)c1csnn1)C1CC1 (configuration not stated) | -2% | -21% | 0%
CC(C)c1cc(-c2nc(-c3ccc(Br)cc3)no2)n[nH]1 | u | u | -3%
CCN(c1ccccc1)S(=O)(=O)c1ccc(C(=O)NCC2(N(C)C)CCCCC2)cc1 | u | -15% | 1%
Oc1ccc(Br)cc1/C=N/Nc1nc(N2CCCCC2)nc(N2CCOCC2)n1 | 15µM* | u | 6%
CCCCOC(=O)C1=C(C)NC(=O)NC1c1cc2c(cc1Br)OCO2 (configuration not stated) | 23µM* | 23µM* | 4%
O=C(CSc1nc2c(cnn2-c2cccc(Cl)c2)c(=O)[nH]1)NCCC1=CCCCC1 | 8% | -15% | -14%
COC(=O)c1oc2ccccc2c1NC(=O)/C=C/C(=O)O | -8% | -2% | -8%
Cc1ccc(-c2nc3cc(C)ccc3o2)cc1 | 1% | -25% | 7%
O=C(NCc1ccccc1F)c1ccc2c(c1)OCCO2 | 2% | 7% | x
CCCc1nc2cc(CC(=O)OC)ccc2o1 | -2% | 8% | 5%
Cc1ccccc1CN1C(=O)c2ccccc2Sc2ccc(C(=O)NC3CCCCC3)cc21 | 15µM* | 16µM* | 5%
O=C(NC(=S)N1CCOCC1)C12CC3CCC(CC(C3)C1)C2 | -16% | u | -1%
Cc1cc(-c2cc(C(=O)NC3CCCC3)on2)nc(NC2CCCC2)n1 | u | u | 1%
O=C(COc1ccc(S(=O)(=O)N2CCCCC2)cc1)NCc1ccncc1 | -8% | -22% | -9%
C#CCOCCOCCOCCNc1nc(N2CCN(C(=O)Cn3cc(CC(C)O)nn3)CC2)nc(N2CCN(C(=O)Cn3cc(CC(C)O)nn3)CC2)n1 (configuration not stated) | -7% | -4% | -1%
Cc1nn(Cc2ccc(Cl)cc2)c(C)c1NC(=O)CSc1n[nH]c(C)c1[N+](=O)[O-] | 26µM* | 21µM* | 3%
O=C(CN1C(=O)C2(OCCO2)c2ccccc21)c1ccc(Cl)cc1 | -17% | -4% | -1%
CCCCn1c(N)c(N(CCOC)C(=O)c2cc(Cl)nc3ccccc23)c(=O)[nH]c1=O | 3% | 2% | -5%
O=C1OCCC1S(=O)(=O)c1ccc2ccccc2c1 (configuration not stated) | -18% | 10% | 1%
Cc1ccccc1C(=O)Nc1c(-c2cccs2)c(=O)c2ccccc2n1C | u | u | 1%
COC(=O)c1cnc(N2CCN(c3ccccc3F)CC2)c2ccccc12 | u | 16µM* | 0%
O=C(O)c1ccc(N/N=C/c2cc3c(cc2[N+](=O)[O-])OCO3)cc1 | u | u | x
CCOC(=O)C1CCN(Cc2ccc3ccccc3c2)CC1 | 7% | 11% | x
CC(C)(C)c1csc(NC(=O)C2=COCCO2)n1 | 1% | -22% | 1%
CCN1CCCC1CNC(=O)c1ccc2c(c1)N(Cc1ccccc1F)C(=O)c1ccccc1S2(=O)=O (configuration not stated) | -3% | -18% | 2%
CCc1ccccc1NC(=O)c1ccc2c(c1)CCN2S(C)(=O)=O | u | u | 2%
NS(=O)(=O)c1cccc(NC(=O)CSc2nc3ccccc3c(=O)n2Cc2ccco2)c1 | u | u | 5%
Cc1cccc(CSCCNC(=O)CSCc2ccc([N+](=O)[O-])cc2)c1 | -20% | -10% | 2%
COC(=O)c1cc(-c2ccc(Cl)cc2)n[nH]1 | u | -26% | 8%
C=CCN(Cc1cccc(OC)c1OC)C(=O)Oc1ccccc1 | u | 1% | -7%
COc1ccc(C(=O)NC(C)CCc2ccccc2)c(OC)c1 (configuration not stated) | u | u | x
COc1ccc(C(O)C(CN2CCOCC2)c2ccccc2)cc1 (configuration not stated) | -21% | -10% | 8%
Cc1cccc(-c2c(NC(=O)c3ccco3)oc3c(C)cccc3c2=O)c1 | u | 26µM* | 3%
COc1cccc(C(=O)NCCN2CCC(n3c(=O)[nH]c4ccccc43)CC2)c1 | -3% | -32% | x
COc1cccc(N=Nc2c(N)[nH][nH]c2=O)c1 | -12% | u | -8%
c1ccc(COc2ncnc3c2ncn3CCCNCc2ccc3c(c2)OCO3)cc1 | u | u | x
COc1ccc(CCNC(=O)Nc2ccc3c(c2)OCO3)cc1OC | u | u | -6%
CCOc1ccc(CCNC(=O)CCn2c(=O)c3cccn3c3cccnc32)cc1 | 5% | -25% | -8%
CNc1ccc(/C=C(\CCC(=O)O)c2nc3ccccc3s2)cc1[N+](=O)[O-] | -5% | -10% | -8%
COc1ccc(-n2c(-c3ccccc3)c[n+]3c2CCC3)cc1 | 2.1µM* | 2.3µM* | x

Entries of single compounds, looked up by structure:
Profile of COC(=O)c1cnc(N2CCN(c3ccccc3F)CC2)c2ccccc12 → DT40 TDP1 CPT: u; TDP1 cell noCPT: 16µM*; TDP1 inh: 0%
Profile of COc1cccc(N=Nc2c(N)[nH][nH]c2=O)c1 → DT40 TDP1 CPT: -12%; TDP1 cell noCPT: u; TDP1 inh: -8%

(cont.)
SMILES | DT40 TDP1 CPT | TDP1 cell noCPT | TDP1 inh
O=C(NC1CCCC1)C1CC1c1ccccc1 (configuration not stated) | -3% | -19% | -2%
CCc1ccccc1NC(=O)CSc1nnc([C@@H](N)Cc2ccccc2)o1 | -7% | 7% | 0%
CCOc1cc(NC(=O)C2CC2)c(OCC)cc1NC(=O)c1cccc(F)c1 | -6% | -20% | -4%[0.0935 µM]
OC(COc1ccc(Cl)cc1)CN1C2=NCCCN2c2ccccc21 (configuration not stated) | 21µM* | 21µM* | -4%
Cn1ccsc1=NC(=O)c1ccc(Cl)c([N+](=O)[O-])c1 | -13% | -26% | x
COC(=O)c1ccccc1NC(=O)c1ccc2c(c1)CCN2S(=O)(=O)c1ccc(Cl)cc1 | -17% | -9% | 5%
O=C1Nc2ccccc2C(O)(C(=O)NCc2ccco2)N1c1ccccc1 (configuration not stated) | 4% | 2% | -1%
CC(NC(=O)COC(=O)/C=C/c1cccc(F)c1)c1ccccc1 (configuration not stated) | -13% | -4% | -3%
CC(N=C1NS(=O)(=O)c2ccccc21)C(=O)NCc1ccncc1 (configuration not stated) | 9% | -23% | -8%
COc1cc2c(=O)n(C)c3ccccc3c2cc1OC | 13µM* | 12µM* | x
COCC(=O)N1c2nc(-c3ccco3)nn2C2(CCCCC2)[C@@H]2CCCC[C@@H]21 | u | u | 3%
CS(=O)(=O)N1CCN(c2ccccc2NC(=O)c2cc3ccccc3o2)CC1 | -29% | 15µM* | x
Cc1ccc(F)c(S(=O)(=O)NC(=O)C2(C)CCN2C(=O)CC2CCCCC2)c1 (configuration not stated) | -8% | -4% | x
CC(=O)C1C(c2cccc([N+](=O)[O-])c2)C2C(C)=NN=C2CC1(C)O (configuration not stated) | -9% | 2% | 0%
CCC(=O)c1ccc(N2CCN(C(=O)COc3ccccc3F)CC2)c(F)c1 | u | 13µM* | 2%
Cc1ccc(NC(=O)C(C)N2C(=O)C3C4CC(C(Br)C4Br)C3C2=O)cc1 (configuration not stated) | -18% | -12% | 1%
CCOc1cc(/C=C2\SC(=S)N(NC(=O)c3cccnc3)C2=O)ccc1O | -9% | u | -2%
CCCSc1nc(N2CCOCC2)c2c(c1C#N)CCCC2 | -21% | u | -4%
Cc1cccnc1NC(=O)CCc1nnc2ccc(N3CCC4(CC3)OCCO4)nn12 | 2% | 22% | 4%
Cc1ccc(C(=O)NC2CCCc3ccccc32)cc1[N+](=O)[O-] (configuration not stated) | u | 15µM* | 5%
COc1cccc(C2SCC(=O)N2c2ccc(Br)cc2)c1OC (configuration not stated) | 23µM* | u | 0%
Cc1ccc2oc(C(=O)Nc3ccc(S(=O)(=O)Nc4nccc(C)n4)cc3)cc(=O)c2c1 | u | u | 2%
Cc1ccc(SCC(=O)Nc2ccc(N3CCOCC3)cc2)cc1 | 0% | -3% | -4%
COc1ccc(NC(=O)CN(C)C(=O)c2ccc(NS(=O)(=O)c3ccc(F)cc3)cc2)cc1 | -19% | -14% | x
Cc1ccc(C(=O)NCC(=O)OCc2nnc(-c3ccc([N+](=O)[O-])cc3)o2)s1 | u | -29% | 1%

In the list so far, 10 have a nitro group on carbon:
SMILES | DT40 TDP1 CPT | TDP1 cell noCPT | TDP1 inh
Cc1nn(CCc2n[nH]c(=S)n2-c2cccc(Cl)c2)c(C)c1[N+](=O)[O-] | -18% | -16% | 4%
O=C(Nc1ccccc1)/C(=C/c1ccc([N+](=O)[O-])cc1)NC(=O)c1ccccc1 | -18% | -21% | 5%
Cc1nn(Cc2ccc(Cl)cc2)c(C)c1NC(=O)CSc1n[nH]c(C)c1[N+](=O)[O-] | 26µM* | 21µM* | 3%
O=C(O)c1ccc(N/N=C/c2cc3c(cc2[N+](=O)[O-])OCO3)cc1 | u | u | x
Cc1cccc(CSCCNC(=O)CSCc2ccc([N+](=O)[O-])cc2)c1 | -20% | -10% | 2%
CNc1ccc(/C=C(\CCC(=O)O)c2nc3ccccc3s2)cc1[N+](=O)[O-] | -5% | -10% | -8%
Cn1ccsc1=NC(=O)c1ccc(Cl)c([N+](=O)[O-])c1 | -13% | -26% | x
CC(=O)C1C(c2cccc([N+](=O)[O-])c2)C2C(C)=NN=C2CC1(C)O (configuration not stated) | -9% | 2% | 0%
Cc1ccc(C(=O)NC2CCCc3ccccc32)cc1[N+](=O)[O-] (configuration not stated) | u | 15µM* | 5%
Cc1ccc(C(=O)NCC(=O)OCc2nnc(-c3ccc([N+](=O)[O-])cc3)o2)s1 | u | -29% | 1%

Assay outcomes as filed in PubChem.
